# From PubChem BioAssay
# p53 reactivation = qHTS assay for re-activators of p53 using a Luc reporter; hit rate 0.063% among 320,000; H1299 p53-A138V BP100-luciferase reporter, luminescence, 24 h; Potency, µM (titrated, usually from 92.2 µM), inactives show at the highest dose activity change, positive = activation, usual class: activators; also: potency is read from the fitted curve at half-maximal effect; % of control where 0% means no effect; nearly all actives have a fitted effect of over 45% in size
#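 H1299 (p53-null), stable ts p53-A138V + BP100-Luc; 1000 cells/well, Opti-MEM/10% FBS; cpd 4 pt, 1:5; 24 h, 37 deg C, 5% CO2; detection reagent 10 min RT; luminescence.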
# B2AR arrestin = qHTS assay of beta-arrestin-biased ligands of beta2-adrenergic receptor. beta-arrestin recruitment to beta2AR, cell-based reporter. AID 492947, 2010. Potency, µM (doses to about 46.1 µM), for inactives: at the top dose activation, actives largely listed as activators. Beta-2 adrenergic receptor (Homo sapiens), P07550. hit rate 0.02% among 330,000;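 also: potency is read from the fitted curve at half-maximal effect; 0% = DMSO controls and full agonism = EC100 isoproterenol or metaproterenol; nearly all actives have a fitted effect of over 65% in size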
# uPA generation = qHTS for Inhibitors of Cell Surface uPA Generation. Potency, µM (series often up to 38.3 µM), for inactives: top-dose activity change, negative = inhibition, usual class: inhibitors. cell surface uPA generation assay, qHTS. hit rate 0.31% among 330,000; active = well fitted inhibition curve with a large enough effect; inconclusive = small, poorly fitted or top-dose-only effect; inactive = no such curve, though single readings can be large or run the other way; tested in mouse RAW 264.7 cells; also: potency is read from the fitted curve at half-maximal effect; % is scaled to controls: 0 for no effect and ±100 for the full control effect; nearly all actives have a fitted effect of over 55% in size
# Eya2 phos inh = qHTS Assay for Inhibitors of the Phosphatase Activity of Eya2; recombinant Eya2, OMFP fluorescence dephosphorylation (OMFP is methylfluorescein phosphate); Potency, µM (highest dose often 76.9 µM), inactives show at the top dose activity, negative = inhibition, actives largely listed as inhibitors; AID 488837, 2010; hit rate 0.006% among 330,000; Protein phosphatase EYA2 (Homo sapiens), O00167; also: potency is read from the fitted curve at half-maximal effect; % is scaled to controls: 0 for no effect and ±100 for the full control effect
#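 Eya2 protein (added as 0.2 uM solution) was preincubated with compound for 10 min at ambient temperature in 50 mM HEPES pH 7.5, 50 mM NaCl, 5 uM MgCl2, 0.05% BSA, 1 mM DTT. OMFP (added at 50 uM) then reacted 10 min; fluorescence read at 485/525 nm.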
# BRCA1 expr up = qHTS Assay to Identify Small Molecule Activators of BRCA1 Expression | AID 624202, 2012 | MCF7-BRCA1-FFLuc reporter, luminescence, 48 h; response scale: scaled: vehicle 0%, 10 µM genistein 100% | hit rate 1.1% among 380,000 | Potency, µM (top dose mostly 46.1 µM), inactives show top-dose activation, usual class: activators; also: potency is read from the fitted curve at half-maximal effect; nearly all actives have a fitted effect of over 80% in size; some results filed as inactive show a strong effect at the top dose
#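 Compounds are tested at multiple concentrations on MCF7 BRCA1-luciferase reporter cells seeded at 2000 per well; after 48 h, a single luminescence end-point is taken and curves fitted to the normalized data.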
# S-ASM inh = Inhibitors of Secretory Acid Sphingomyelinase (S-ASM): qHTS; hit rate 0.006% among 340,000; Potency, µM (titrated, usually from 57.5 µM), for inactives: at the top dose activity change, negative = inhibition, usual class: inhibitors; placental ASM, HMU-PC fluorogenic substrate, 60 min; also: potency is read from the fitted curve at half-maximal effect
#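 qHTS format. ASM enzyme prepared from human placenta hydrolyses the fluorogenic substrate HMU-PC0 (9 uM final) over 60 min at 37 °C after a 10 min compound preincubation.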
# USP2a inh = qHTS Assay for Inhibitors of Ubiquitin-specific Protease USP2a Using CHOP2 as the Reporter; Ubiquitin carboxyl-terminal hydrolase 2 (Homo sapiens), O75604; AID 463254, 2010; USP2 core, Ub-CHOP2 coupled fluorogenic reporter, 485/531; hit rate 0.01% among 330,000; Potency, µM (series often up to 38.3 µM), for inactives: top-dose activity change, negative = inhibition, usual class: inhibitors;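 also: potency is read from the fitted curve at half-maximal effect; plate controls were DMSO wells for no effect and full inhibition by NEM control for full effect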
#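 USP2 core (10nM final) preincubated 30min RT with compound in 20mM Tris-HCl pH 8.0, 2mM CaCl2, 2mM beta-mercaptoethanol, 0.05% CHAPS; 25nM Ub-CHOP2 plus 25nM reporter substrate added, fluorescence (Ex485/Em531) read after 60min.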
# ELG1 genotox = qHTS screen for small molecules that induce genotoxicity in human embryonic kidney (HEK293T) cells expressing luciferase-tagged ELG1 | HEK293T ELG1-luciferase reporter, luminescence, 16 h | Potency, µM (top dose mostly 46 µM), for the others: at the top dose activity change, positive = activation, usual class: activators | hit rate 1.3% among 330,000; also: potency is read from the fitted curve at half-maximal effect; % of control where 0% means no effect; nearly all actives have a fitted effect of over 60% in size
#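 DMSO vehicle served as control against compound-treated ELG1-luciferase HEK293T cells; exposure lasted 16 hr at 37 °C and 5% CO2, followed by ONE-Glo luminescence detection after 30 min.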
# TSG101-PTAP inh = qHTS Assay for Iinhibitors of HIV-1 Budding by Blocking the Interaction of PTAP/TSG101 | Tumor susceptibility gene 101 protein (Homo sapiens), Q99816 | Fluorescence polarization, FITC-PTAP peptide / Tsg101 binding | Potency, µM (series often up to 115 µM), without a hit: at the top dose activity change, negative = inhibition, hits mostly inhibitors | 340,000 tested, under 10 active | AID 493005, 2010; active = well fitted inhibition curve with a large enough effect in the main read-out, with a control signal flat, not every such curve was filed as active; inconclusive = small, poorly fitted or top-dose-only effect, or effect the other way, or a change in a side signal; inactive = no such curve, though single readings can be large or run the other way; also: potency is read from the fitted curve at half-maximal effect; % of control where 0% means no effect
#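 Steps: Tsg101 binding domain dispensed (10 uM final), compounds pinned in DMSO, FITC-labeled PTAP-motif peptide added (50 nM final); after 20 min binding at room temperature, polarization measured.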
# TRPV1 ag = HTS Assay for Compounds that Act as Agonists of the Vanilloid Receptor 1; Transient receptor potential cation channel subfamily V member 1 (Homo sapiens), Q8NER1; TRPV1-expressing cells, Fluo-8 calcium influx, agonist mode; activation, % at 8.33 µM; hit rate 0.19% among 320,000; AID 540275, 2011; in the data active = activation above about 80%; inconclusive = between about 30% and that limit; also: 0% is about no effect
# Target sequence (Q8NER1 whole entry, looked up): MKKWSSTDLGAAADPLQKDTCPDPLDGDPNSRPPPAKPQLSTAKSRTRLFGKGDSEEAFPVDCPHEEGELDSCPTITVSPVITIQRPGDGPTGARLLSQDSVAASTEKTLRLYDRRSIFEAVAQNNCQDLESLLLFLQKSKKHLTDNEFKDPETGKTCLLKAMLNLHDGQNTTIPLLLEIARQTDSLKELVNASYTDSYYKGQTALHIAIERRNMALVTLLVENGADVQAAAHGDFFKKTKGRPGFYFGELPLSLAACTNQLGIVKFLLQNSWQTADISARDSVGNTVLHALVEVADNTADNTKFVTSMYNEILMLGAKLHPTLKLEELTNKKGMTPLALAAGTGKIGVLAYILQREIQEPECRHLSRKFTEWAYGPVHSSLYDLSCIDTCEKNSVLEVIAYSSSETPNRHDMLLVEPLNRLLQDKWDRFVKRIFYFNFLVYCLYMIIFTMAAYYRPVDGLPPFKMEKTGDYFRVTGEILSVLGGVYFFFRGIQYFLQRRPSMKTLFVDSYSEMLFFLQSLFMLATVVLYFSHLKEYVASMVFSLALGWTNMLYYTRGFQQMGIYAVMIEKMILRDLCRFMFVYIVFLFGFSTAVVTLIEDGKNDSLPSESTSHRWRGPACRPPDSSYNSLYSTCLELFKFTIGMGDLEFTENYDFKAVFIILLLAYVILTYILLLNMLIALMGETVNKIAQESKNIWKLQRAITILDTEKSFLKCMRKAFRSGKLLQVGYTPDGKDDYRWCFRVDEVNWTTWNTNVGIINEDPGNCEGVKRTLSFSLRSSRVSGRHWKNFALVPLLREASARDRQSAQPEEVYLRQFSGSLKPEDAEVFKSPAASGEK
#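 Cells expressing TRPV1 were dye-loaded with Fluo-8 and read kinetically: 10 s baseline, 3 min after compound (agonist portion), then 2 min after EC20 capsaicin (allosteric enhancer portion). Calcium-bound dye fluorescence at 480/520 nm.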
# a7 integrin act = qHTS for Activators of Integrin-Mediated Alleviation for Muscular Dystrophy. alpha7betagal myoblasts, beta-gal FDG fluorescence, 48 h. Potency, µM (highest dose often 38.3 µM), inactives show at the highest dose activation, usual class: activators. hit rate 0.064% among 350,000;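 also: potency is read from the fitted curve at half-maximal effect; 100% = response of the positive control SU9516; nearly all actives have a fitted effect of over 60% in size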
#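 Alpha7betagal+/- myoblasts (passage 13) were plated 16-24 hr, then exposed to compounds (1:260 dilution of DMSO stock) for 48 hours at 37C. After MPER lysis, β-galactosidase reporter activity was read as FDG fluorescence (ex 480/em 540) after 30 minutes.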
# An asterisk follows results filed as active; u = inconclusive; x = not tested or not shown; & = joins results of further samples; [ ] = dose if it differs, or a comment. Unless noted, calls follow the shape of the dose curve; as a rule, active = well fitted curve in the direction sought with a large enough effect; inconclusive = small, poorly fitted or top-dose-only effect, or another doubt; inactive = no such curve, though single readings can be large; an effect the other way counts as inactive or inconclusive. An unsorted share of the library; any-hit rate near 2.6%.
Molecule	p53 reactivation	B2AR arrestin	uPA generation	Eya2 phos inh	BRCA1 expr up	S-ASM inh	USP2a inh	ELG1 genotox	TSG101-PTAP inh	TRPV1 ag	a7 integrin act
c1ccc(-c2ccc3[nH]ccc3c2)cc1	18.9%	-0.5%	6.9%	-3.3%	u	-9.5%	3.3%	u	-2.5%	5.8	10.7%
COc1cc(NC(=O)CSCc2ccccc2)c(C(=O)O)cc1OC	18.5%	-0.4%	-3.5%	0.1%	-5.7%	1.3%	-0.6%	-3.3%	-2.6%	1.2	-21.4%
Nc1nc(Nc2ccc(Cl)cc2)nc(NCc2ccco2)c1[N+](=O)[O-]	9.5%	-0.9%	-0.2%	5.8%	-10.3%	-21.1%	-1.1%	u	-0.2%	-1.3	0.0%
CCCOc1ccc(-c2cc(C(F)(F)F)c(C#N)c(SCC(=O)O)n2)cc1	2.1%	-0.5%	-2.3%	-9.9%	-49.8%	352.7%[activator]	5.2%	-6.1%	-3.2%	8.0	0.0%
COc1cc(Cl)c(C)cc1NC(=O)COC(=O)C1=COCCO1	-0.4%	-0.2%	-0.3%	11.0%	-8.9%	2.9%	0.9%	16.0%	2.6%	-0.3	12.9%
CCOc1cccc(CN2CCC(N3CCC(C(=O)NCC4CCCO4)CC3)CC2)c1 (stereo not given)	5.5%	0.3%	-0.6%	-4.9%	-3.4%	5.7%	2.9%	-2.9%	1.2%	0.2	9.7%
N#C/C(=C\c1ccccc1)C(=O)NNS(=O)(=O)c1cccc([N+](=O)[O-])c1	-1.5%	-0.4%	2.9%	4.7%	-17.7%	-2.6%	2.6%	0.6%	0.1%	x	15.0%
CC(C)OCCCNC(=O)Cc1ccc(F)cc1	-1.3%	0.1%	3.1%	-1.3%	0.0%	0.6%	2.5%	4.3%	-4.1%	0.7	30.8%
CC(=O)c1c(O)cc(=O)n(-c2ccccc2)c1-c1ccc(C)cc1	-3.4%	-0.6%	20.5%	-5.3%	7.7%	2.3%	-0.8%	0.4%	-3.7%	x	6.5%
CC(C)c1ccc(S(=O)(=O)N2CCN(C(=O)c3cccc(S(=O)(=O)N4CCOCC4)c3)CC2)cc1	x	x	-15.7%	x	-18.1%	-3.8%	x	x	-9.6%	x	-36.0%
COc1ccc(COC(=O)c2nc3nc(C)cc(C)n3n2)cc1F	24.1%	0.2%	1.6%	4.2%	-16.1%	-2.3%	1.5%	3.3%	-6.1%	-1.0	0.3%
O=C(Cn1nc(Cc2ccncc2)c2ccccc2c1=O)Nc1cccnc1Cl	0.1%	-0.5%	-3.9%	8.5%	-0.3%	0.0%	1.3%	4.1%	-3.2%	3.1	-2.2%
O=C(NC(=S)Nc1cccnc1)c1cccs1	3.0%	-0.3%	-3.2%	-19.6%	16.4%	-1.1%	0.2%	7.1%	-0.2%	1.0	3.9%
CCC(=O)N1CCN=C1SCc1cccc(C(F)(F)F)c1	3.6%	-0.2%	9.0%	-7.6%	-2.6%	-1.3%	2.7%	1.6%	-0.9%	3.6	-31.8%
O=C1CCC(=O)N1c1ccc(S(=O)(=O)Nc2cccc(Br)c2)cc1	-0.4%	-0.2%	-1.3%	7.5%	-5.2%	-0.7%	-0.1%	-2.9%	2.5%	0.1	10.5%
O=C1C(Cc2ccccc2)Nc2ncnc(N3CCOCC3)c2N1Cc1ccc(Br)cc1 (stereo not given)	-5.9%	-0.1%	-1.7%	-0.9%	-14.4%&-18.4%	12.8%	-2.0%	-18.3%	-2.0%	u	-24.4%
CCOC(=O)Nc1ccc(OC)cc1S(=O)(=O)N1CCCCC1	-0.8%	-0.1%	-2.2%	-0.2%	-25.5%	2.9%	2.6%	4.7%	-1.5%	8.7	21.3%
CCOC(=O)N1CCC(NC(=O)c2ccc3c(c2)N(CC)CCS3)CC1	x	x	-22.8%	x	-5.2%	446.2%[activator]	x	x	-1.8%	x	-2.1%
O=C(CN1CCOCC1)Nc1ccccc1F	x	0.3%	2.9%	8.5%	-0.7%	-1.9%	4.1%	1.1%	-4.1%	2.5	2.8%
COc1ccc(-c2c(NC(=O)C(C)C)n(C)c3ccccc3c2=O)cc1	0.3%	-0.2%	x	12.2%	6.0%	6.4%	1.7%	-0.5%	-6.5%	-0.6	-2.4%
Cc1cccc(N=C2N=C(N)c3ccccc32)c1	11.9%	-0.4%	-4.9%	-16.8%	-7.3%	-7.7%	2.5%	15.8%	25.5%	2.0	-3.9%
COc1cc(NC(=O)CSc2nc(=O)n(CCN3CCOCC3)c3c2CCCC3)cc(OC)c1	-5.4%	-0.7%	2.5%	-2.5%	2.1%	-0.4%	0.5%	-3.1%	-15.0%	0.0	-5.1%
COc1ccc(OC)c(NC(=O)COC(=O)CN2C(=O)NC3(CCCC3)C2=O)c1	7.9%	0.5%	2.9%	1.3%	-10.4%	5.7%	-0.9%	0.4%	-1.7%	0.4	10.2%
C=CC(=O)N=c1sc2ccccc2n1-c1ccccc1	-14.0%	-0.2%	-13.6%	-3.2%	-77.3%	-1.6%	2.6%	-11.0%	-2.8%	4.2	-66.7%[inhibitor]
NS(=O)(=O)c1ccc(NN=C2CCCCC2)c([N+](=O)[O-])c1	9.6%	-0.6%	5.2%	-5.9%	-17.5%	-3.0%	-1.1%	1.3%	-4.6%	0.1	1.0%
Cc1cccc(NC(=O)c2ccccc2-c2ccccc2)c1	-1.9%	-0.2%	-3.5%	-1.6%	4.2%	-3.5%	0.6%	-1.6%	-3.8%	5.6	1.4%
Cc1noc(C)c1COC(=O)COc1cccc2c1OC(C)(C)C2	-5.4%	0.2%	1.3%	-1.4%	-18.7%	-0.3%	1.1%	1.6%	-1.6%	9.7	-19.1%
CCC(C)(C(=O)NC1CCCCC1)N(Cc1ccco1)C(=O)c1ccc2c(c1)OCO2 (stereo not given)	-13.8%	-0.5%	-8.3%	-15.1%	-35.2%	1.6%	1.6%	-6.9%	-3.4%	5.5	5.1%
O=C(COC(=O)c1ccc2ccccc2n1)Nc1ccccc1F	3.4%	-0.6%	-2.8%	3.7%	0.3%	1.7%	1.4%	0.7%	-5.6%	x	1.5%
Cc1ccc(S(=O)(=O)N2CCCC(C(=O)N3CCCc4ccccc43)C2)cc1 (stereo not given)	-2.8%	-0.5%	8.0%	-4.6%	-21.0%	3.7%	-1.3%	-6.3%	1.8%	u	12.3%
COc1cc(C)c(NC(=O)C(=S)NCCc2ccccc2)cc1C	1.0%	0.0%	-3.0%	-4.7%	2.5%	-0.9%	-0.3%	0.1%	3.1%	2.5	-13.7%
Cc1ccc(C(C)C)cc1OCC(=O)Nc1ccc(-n2cnnn2)cc1	-4.6%	0.0%	4.3%	3.4%	-14.8%	-13.9%	1.3%	-3.1%	-2.2%	u	12.8%
O=C(COC(=O)c1cc[n+]([O-])cc1)Nc1ccccc1Cl	4.3%	-0.2%	0.4%	-1.5%	0.0%	5.4%	-0.2%	3.5%	-1.7%	2.0	2.8%
Cc1ccc(CSc2nnc3ccc(-c4ccncc4)nn23)cc1	0.4%	-0.3%	-24.7%	0.2%	34.3%	-3.6%	2.1%	0.1%	-1.3%	1.7	6.5%
C/C(=N\NC(=O)c1ccc(-c2ccccc2)cc1)C1C(=O)c2ccccc2C1=O	3.6%	-0.7%	13.0%	-4.6%	-33.0%	-21.8%	-0.1%	-11.7%	-0.7%	8.9	-20.2%
O=c1oc2cc(O)ccc2c2ccccc12	-0.3%	-0.1%	0.2%	1.1%	22.3%	-0.8%	7.4%	16.2%	3.8%	0.0	16.6%
c1coc(C2Nc3ccccc3-c3nc4ccccc4n32)c1 (stereo not given)	u	-0.3%	-12.9%	-9.1%	61.5%	318.8%[activator]	1.9%	u	3.3%	6.0	-3.0%
